From PubChem
PPARg SRC3 recr: PPARgamma agonists recruiting SRC-3 coactivator, primary screen, biochemical; Peroxisome proliferator-activated receptor gamma (Homo sapiens), P37231; biochemical PPARgamma/SRC-3 coactivator recruitment assay; activation, % at 8 µM; hit rate 0.26% among 200,000; in the data active means activation above about 23%;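 further: 0% = DMSO and 100% = reference agonist; some compounds past the cut are filed as inactive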
Target sequence (P37231 whole entry, looked up): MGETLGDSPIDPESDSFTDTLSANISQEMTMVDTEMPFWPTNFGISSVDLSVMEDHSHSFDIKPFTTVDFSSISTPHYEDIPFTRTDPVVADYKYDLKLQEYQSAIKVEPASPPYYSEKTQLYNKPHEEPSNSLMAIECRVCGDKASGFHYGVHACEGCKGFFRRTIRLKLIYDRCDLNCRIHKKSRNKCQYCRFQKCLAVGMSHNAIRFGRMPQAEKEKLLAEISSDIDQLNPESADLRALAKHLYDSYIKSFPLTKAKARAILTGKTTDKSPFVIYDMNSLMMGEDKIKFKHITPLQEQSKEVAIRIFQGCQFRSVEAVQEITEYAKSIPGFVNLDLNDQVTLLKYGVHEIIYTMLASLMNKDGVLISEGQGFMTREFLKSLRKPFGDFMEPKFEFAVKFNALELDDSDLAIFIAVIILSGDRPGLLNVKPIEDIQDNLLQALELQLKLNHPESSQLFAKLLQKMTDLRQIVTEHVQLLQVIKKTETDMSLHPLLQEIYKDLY
S1P3 antag: S1P3 receptor antagonists, primary screen, cell-based; Sphingosine 1-phosphate receptor 3 (Homo sapiens), Q99500; CHO S1P3 NFAT-BLA reporter, FRET fluorescence, antagonist mode; inhibition, % at 4.98 µM; hit rate 0.27% among 170,000; AID 485, 2006;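 active means inhibition above the plate cutoff, the mean inhibition of test wells on that plate plus 3 SD, cut at about 28% in these data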;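 further: cells challenged with S1P at its EC80 of 0.8 µM; blue over green emission ratio from cleaved BLA substrate after 4 h stimulation; 0% = S1P-stimulated wells and 100% = unstimulated DMSO-only wells; some compounds past the cut are filed as inactive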
ROMK mod: ROMK potassium channel modulators, primary screen, cell-based, thallium flux, MLSMR library; B-score at 10 µM; hit rate 2% among 130,000; Tet-inducible ROMK, thallium flux fluorescence; actives lie on both sides;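 active means signal ratio slope over the read window, or its plate-corrected B-score, at least 3 SD from the plate mean, either direction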;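 further: B-score of the F/F0 ratio slope over 7 to 12 s after thallium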
Target sequence (P48048 whole entry, looked up): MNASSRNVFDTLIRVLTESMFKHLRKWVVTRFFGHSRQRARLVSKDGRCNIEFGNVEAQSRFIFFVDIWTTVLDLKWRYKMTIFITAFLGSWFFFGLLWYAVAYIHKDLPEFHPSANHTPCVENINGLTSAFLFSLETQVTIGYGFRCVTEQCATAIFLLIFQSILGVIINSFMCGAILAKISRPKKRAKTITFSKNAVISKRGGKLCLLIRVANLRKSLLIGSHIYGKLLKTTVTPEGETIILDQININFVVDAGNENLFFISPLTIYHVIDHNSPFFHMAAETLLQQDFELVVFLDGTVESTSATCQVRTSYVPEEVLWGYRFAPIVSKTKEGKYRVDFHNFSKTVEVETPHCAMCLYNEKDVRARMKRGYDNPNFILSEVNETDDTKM
DTT redox prof: compounds producing H2O2 with reducing agent – biochemical, NIH compound library profiling, artefact control for MLSCN library redox annotation, primary screen; DTT-dependent redox cycling H2O2, phenol red/HRP absorbance; 100% = 100 µM peroxide control, 0% = buffer; activation, % at 10 µM; hit rate 0.03% among 200,000;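 active means activation of at least 50% relative to the plate's high and low controls in the primary single-dose screen; inactive means activation below 50%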;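 further: compound incubated with DTT at 0.8 mM final as the reducing agent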
bIAP inhibitor: bovine intestinal alkaline phosphatase inhibitors, primary screen, selectivity assay for TNAP inhibitor project, biochemical, bovine IAP, CDP-star luminescence; purified bovine IAP, 30 min; inhibition, % at 20 µM; 190,000 tested, under 10 active; AID 1019, 2008;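 active means over 50% inhibition of intestinal alkaline phosphatase at 20 µM in the single-dose screen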
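System: purified bovine intestinal alkaline phosphatase (IAP) enzyme; Input: IAP diluted 1/65,000,000 in the well; Measured by: CDP-star luminescence signal; Compound dosing: 20 µM single dose; Incubation: 30 min reaction at room temperature.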
PPARg SRC2 recr: agonists of PPARg-SRC-2 recruitment, primary screen, biochemical, HTS; Peroxisome proliferator-activated receptor gamma (Homo sapiens), P37231; PPARgamma LBD-SRC-2 recruitment; activation, % at 8 µM; hit rate 0.34% among 200,000; in the data active means activation above about 22%;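 further: 0% = vehicle and 100% = reference agonist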
L major viab: Leishmania major promastigote growth inhibition, primary screen; inhibition, % at 10 µM; hit rate 9% among 200,000; AID 1063, 2008; Leishmania major promastigotes, resazurin fluorescence viability; in the data active means inhibition above about 50%;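 further: promastigotes grown with compound for 44 hours at 28 °C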
RAM network inh: inhibitors of the yeast RAM network, primary screen, dse1pr::URA3 reporter, 5-FOA selection; inhibition, % at 50 µM; S. cerevisiae dse1pr::URA3 reporter, 5-FOA growth OD615, 2 d; analog-sensitive cbk1-as2 kinase mutant strain; hit rate 1.8% among 190,000;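 active means inhibition above a set limit, 3 SD over mean compound inhibition, cut at about 8.4% in these data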;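 further: 0% = DMSO-only wells with no growth and 100% = 10 µM 1-NA-PP1 full growth; inhibition rescues growth on 5-FOA so higher OD means more RAM inhibition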
SRC2 TRFRET art: TR-FRET signal artefacts, primary screen, artefact control for PPARgamma SRC-2 agonist project, biochemical; AID 1049, 2008; hit rate 0.4% among 200,000; TR-FRET ratio at 8 µM; TR-FRET artefact counter-screen; active compounds read high; in the data active means TR-FRET ratio above about 2000; further: inactives centre near 1500
HMGR II inh: inhibitors of E. faecalis class II HMGR, primary screen, biochemical, Enterococcus faecalis | HMG-CoA reductase (Enterococcus faecalis, mvaE) | hit rate 0.41% among 190,000 | inhibition, % at 10 µM | purified E. faecalis HMGR, NADPH absorbance 340 nm kinetic;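 active means inhibition above a set limit, the median over all tested compounds plus 3 SD, cut at about 9.5% in these data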;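 further: enzyme runs in reverse so mevalonate oxidation gives rising NADPH absorbance; 0% = complete reaction with DMSO and 100% = background rate lacking mevalonate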
PPARg SRC-1 ag: PPARgamma agonists recruiting SRC-1 coactivator, primary screen, biochemical; activation, % at 8 µM; hit rate 0.41% among 200,000; PPARgamma-SRC-1 coactivator recruitment biochemical assay; in the data active means activation above about 19%;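 further: 0% = DMSO and 100% = reference agonist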
Active calls of the source: *; . = no result given.

The first 8 entries, ahead of the listing:
Letter code – A = PPARg SRC3 recr; B = S1P3 antag; C = ROMK mod; D = DTT redox prof; E = bIAP inhibitor; F = PPARg SRC2 recr; G = L major viab; H = RAM network inh; I = SRC2 TRFRET art; J = HMGR II inh; K = PPARg SRC-1 ag
1: Cc1cnccc1NC(=O)c1cccs1
  A = 4 | B = -12 | C = 0.16 | D = -1.8 | E = 18 | F = -1 | G = -5 | H = 1.6 | I = 1796 | J = 3 | K = -3
2: CN(C)S(=O)(=O)c1ccc(C(=O)NCc2cccs2)cc1
  A = -3 | B = -5 | C = . | D = 2.6 | E = 10 | F = 4 | G = -5 | H = -0.2 | I = 1481 | J = -1 | K = 2
3: COc1cc(/C=C/C(=O)OCC(=O)c2c(N)n(C)c(=O)n(C)c2=O)ccc1O
  A = 8 | B = 8 | C = -1.4 | D = 0.0 | E = 1 | F = 6 | G = -4 | H = 1.6 | I = 1455 | J = -3 | K = 2
4: O=C(O)CS(=O)(=O)c1ccc(Oc2ccc(S(=O)(=O)CC(=O)O)cc2)cc1
  A = -16 | B = -12 | C = 0.41 | D = 2.2 | E = 4 | F = 0 | G = -6 | H = . | I = 1455 | J = . | K = 11
5: Cn1c(NNC(=O)C(c2ccccc2)c2ccccc2)cc(=O)n(C)c1=O
  A = 7 | B = 9 | C = -0.17 | D = 9.5 | E = -12 | F = 13 | G = -5 | H = 1.1 | I = 1800 | J = 1 | K = 7
6: CCOc1cc(NC(=S)Nc2cccc(OC)c2)c(OCC)cc1NC(=O)C(C)C
  A = 18 | B = . | C = . | D = 1.8 | E = -9 | F = 5 | G = -6 | H = 1.9 | I = 1681 | J = -3 | K = 10
7: CCOC(=O)C1CN(S(C)(=O)=O)c2cc(CC(=O)OC)ccc2O1 (stereo not drawn)
  A = 1 | B = 0 | C = -0.14 | D = 0.1 | E = -14 | F = -1 | G = 2 | H = 0.4 | I = 1411 | J = 3 | K = 7
8: NC[C@H]1O[C@H](O[C@H]2[C@H](O)[C@@H](O[C@H]3O[C@H](CO)[C@@H](O)[C@H](N)[C@H]3O)[C@H](N)C[C@@H]2N)[C@H](N)C[C@@H]1O
  A = -2 | B = -5 | C = . | D = 0.8 | E = 12 | F = 2 | G = -5 | H = 0.0 | I = 1315 | J = -4 | K = 0

All compounds of this part (from the top)
Letter code – A = PPARg SRC3 recr; B = S1P3 antag; C = ROMK mod; D = DTT redox prof; E = bIAP inhibitor; F = PPARg SRC2 recr; G = L major viab; H = RAM network inh; I = SRC2 TRFRET art; J = HMGR II inh; K = PPARg SRC-1 ag
1: Cc1cnccc1NC(=O)c1cccs1
  A = 4 | B = -12 | C = 0.16 | D = -1.8 | E = 18 | F = -1 | G = -5 | H = 1.6 | I = 1796 | J = 3 | K = -3
2: CN(C)S(=O)(=O)c1ccc(C(=O)NCc2cccs2)cc1
  A = -3 | B = -5 | C = . | D = 2.6 | E = 10 | F = 4 | G = -5 | H = -0.2 | I = 1481 | J = -1 | K = 2
3: COc1cc(/C=C/C(=O)OCC(=O)c2c(N)n(C)c(=O)n(C)c2=O)ccc1O
  A = 8 | B = 8 | C = -1.4 | D = 0.0 | E = 1 | F = 6 | G = -4 | H = 1.6 | I = 1455 | J = -3 | K = 2
4: O=C(O)CS(=O)(=O)c1ccc(Oc2ccc(S(=O)(=O)CC(=O)O)cc2)cc1
  A = -16 | B = -12 | C = 0.41 | D = 2.2 | E = 4 | F = 0 | G = -6 | H = . | I = 1455 | J = . | K = 11
5: Cn1c(NNC(=O)C(c2ccccc2)c2ccccc2)cc(=O)n(C)c1=O
  A = 7 | B = 9 | C = -0.17 | D = 9.5 | E = -12 | F = 13 | G = -5 | H = 1.1 | I = 1800 | J = 1 | K = 7
6: CCOc1cc(NC(=S)Nc2cccc(OC)c2)c(OCC)cc1NC(=O)C(C)C
  A = 18 | B = . | C = . | D = 1.8 | E = -9 | F = 5 | G = -6 | H = 1.9 | I = 1681 | J = -3 | K = 10
7: CCOC(=O)C1CN(S(C)(=O)=O)c2cc(CC(=O)OC)ccc2O1 (stereo not drawn)
  A = 1 | B = 0 | C = -0.14 | D = 0.1 | E = -14 | F = -1 | G = 2 | H = 0.4 | I = 1411 | J = 3 | K = 7
8: NC[C@H]1O[C@H](O[C@H]2[C@H](O)[C@@H](O[C@H]3O[C@H](CO)[C@@H](O)[C@H](N)[C@H]3O)[C@H](N)C[C@@H]2N)[C@H](N)C[C@@H]1O
  A = -2 | B = -5 | C = . | D = 0.8 | E = 12 | F = 2 | G = -5 | H = 0.0 | I = 1315 | J = -4 | K = 0
9: COCCNC(=O)C(c1ccc(C)o1)N(CC1CCCO1)C(=O)Cn1nnc2ccccc21 (stereo not drawn)
  A = 11 | B = -28 | C = . | D = 0.7 | E = -14 | F = 7 | G = -5 | H = 1.1 | I = 1804 | J = 1 | K = 12
10: CC(C)CC(NS(=O)(=O)c1ccccc1)C(=O)O (stereo not drawn)
  A = 1 | B = . | C = 0.63 | D = 0.0 | E = 9 | F = 15 | G = -5 | H = 0.7 | I = 1624 | J = -4 | K = 5
11: Cc1ccc(C(=O)C[n+]2cccc3cc(C)ccc32)cc1
  A = 3 | B = -6 | C = -0.41 | D = -0.7 | E = 23 | F = 3 | G = 19 | H = 0.4 | I = 1567 | J = -7 | K = 0
12: O=C(Nc1ccccc1N(C(=O)c1ccco1)S(=O)(=O)c1cccs1)c1ccco1
  A = 4 | B = . | C = 0.93 | D = 0.2 | E = 8 | F = 1 | G = -2 | H = 0.8 | I = 1340 | J = 0 | K = 5
13: CCOC(=O)c1ccc(NC(=O)NCc2c(C)nn(CC)c2C)cc1
  A = -5 | B = 4 | C = -0.04 | D = 1.7 | E = -39 | F = -3 | G = -4 | H = -1.0 | I = 1445 | J = 1 | K = -4
14: Cc1ccc(S(=O)(=O)N2CCC(=O)N(C(COCc3cccc(C(F)(F)F)c3)Cc3ccccc3)CC2)cc1 (stereo not drawn)
  A = 2 | B = 1 | C = -0.49 | D = 2.5 | E = 29 | F = 1 | G = 0 | H = 9.8* | I = 1474 | J = -2 | K = 0
15: CN(C)CC(C)(C)CNS(=O)(=O)CC12CCC(CC1=O)C2(C)C (stereo not drawn)
  A = 2 | B = . | C = 0.29 | D = 1.0 | E = 2 | F = 4 | G = -7 | H = 1.6 | I = 1515 | J = -4 | K = -4
16: COc1cc(OC)c(NS(=O)(=O)c2coc(C(N)=O)c2)cc1Cl
  A = -1 | B = -39 | C = . | D = -1.9 | E = 1 | F = -3 | G = 2 | H = -0.1 | I = 1549 | J = -6 | K = 15
17: O=C(NCc1ccco1)c1ccccc1Br
  A = -5 | B = -10 | C = 0.16 | D = -0.1 | E = 5 | F = 11 | G = -4 | H = 4.1 | I = 1527 | J = -2 | K = 0
18: Cc1csc(SCC(=O)NC(=O)NC(C)(C)C)n1
  A = 6 | B = -15 | C = -0.019 | D = -0.2 | E = 6 | F = 2 | G = 1 | H = 0.4 | I = 1678 | J = -3 | K = 11
19: COc1ccc(NC(=O)CN2CCN(c3nc(-c4cccc(OC)c4)cs3)CC2)cc1
  A = -6 | B = . | C = -1.3 | D = 1.1 | E = 10 | F = 5 | G = 6 | H = 2.0 | I = 1725 | J = 3 | K = 0
20: O=C(N/N=C\c1ccco1)c1cncc(Br)c1
  A = -1 | B = -12 | C = 0.46 | D = -0.1 | E = 14 | F = -5 | G = -8 | H = 2.0 | I = 1227 | J = -3 | K = 7
21: CCN(C(=O)CSc1nnc2c3ccccc3n(CC)c2n1)C1CCS(=O)(=O)C1 (stereo not drawn)
  A = 0 | B = 7 | C = -0.052 | D = -0.4 | E = 7 | F = 11 | G = -1 | H = 2.1 | I = 1605 | J = -3 | K = 1
22: Nc1nccc(-c2ccc(-n3cnc4ccccc43)cc2)n1
  A = -2 | B = 5 | C = 1.5 | D = -2.3 | E = -2 | F = 8 | G = 7 | H = -0.1 | I = 1529 | J = -2 | K = 5
